# Screening data deposited in PubChem BioAssay by several laboratories.
# PolyA inh: yeast polyadenylation inhibition | actives 0.02% (n = 300,000) | calls only at 12 µM | S. cerevisiae SKY197-pL101 polyadenylation reporter, beta-gal luminescence; efflux-impaired pdr1/pdr3 knockout yeast; score 100 = 6 SD above DMSO;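 active means lowest replicate activity score at least 50, where 100 means six control SD above control mean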;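 further: yeast exposed to compound for 9 h at 30 °C; higher score means more reporter readthrough which indicates perturbed polyadenylation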
# TRPC6 inh: blocks the mouse TRPC6 cation channel; Q61143; HEK293-TRPC6, membrane potential dye, ACh-evoked depolarization; stronger effect = lower value; B-score at 10 µM; actives 1.1% (n = 310,000);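 active means B-score under library mean minus 3 SD, initial fluorescence not abnormally high, positive integrated signal ratio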;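 further: B-score derived from integrated fluorescence ratio over the kinetic read; more negative B-score means stronger inhibition of depolarization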
# TRPC4 potent: TRPC4 (mouse) allosteric potentiation. actives 0.42% (n = 310,000). Q9QUQ5. HEK293 TRPC4beta/mu-opioid, DAMGO EC20, Fluo-4 Ca2+ flux; stronger effect = higher value. B-score at 10 µM;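 active means B-score of calcium response area above 5 SD of library B-scores, with initial fluorescence ratio within 5 SD of library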;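 further: B-score of integrated fluorescence ratio over time as area under calcium response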
# TRPC6 act: activators of mouse TRPC6 channel. Q61143. HEK293-TRPC6 membrane potential dye fluorescence; stronger effect = higher value. B-score at 10 µM. actives 0.13% (n = 310,000);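 active means B-score of the integrated fluorescence ratio above library mean plus 3 SD, and starting fluorescence ratio within library mean plus 5 SD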;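 further: higher score means more depolarization so channel activation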
# MrgX1 antagonist: antagonists of human MrgX1 receptor; Q96LB2; MRGX1-HEK293 calcium flux, Fluo-4, BAM8-22 antagonism; stronger effect = lower value; B-score at 10 µM; actives 1.3% (n = 310,000); AID 588676;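 active means calcium-response B-score plate-corrected more than 3 library SD below zero, starting fluorescence within 5 deviations, no agonist response on first addition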;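 further: peak minus trough fluorescence over baseline after final BAM8-22 challenge near maximal dose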
# Target sequence (Q96LB2 whole entry, looked up): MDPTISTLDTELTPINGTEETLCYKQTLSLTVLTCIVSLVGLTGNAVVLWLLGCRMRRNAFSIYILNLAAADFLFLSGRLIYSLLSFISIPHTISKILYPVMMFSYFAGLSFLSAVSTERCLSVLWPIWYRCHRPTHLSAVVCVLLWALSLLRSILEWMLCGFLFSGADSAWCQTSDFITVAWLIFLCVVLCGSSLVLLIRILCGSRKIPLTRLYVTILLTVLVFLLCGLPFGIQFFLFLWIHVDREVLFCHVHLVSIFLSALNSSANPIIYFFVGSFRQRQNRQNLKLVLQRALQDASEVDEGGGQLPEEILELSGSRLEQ
# AI-2 QS mod: modulators of Vibrio harveyi AI-2 quorum sensing system; Vibrio harveyi JMH597 AI-2 luminescence/OD600 ratio, 9 h; stronger effect = lower value; strain lacks LuxN and CqsS sensors; 0 = neutral-control median; activity change, % at 7.5 µM; actives 0.4% (n = 300,000); AID 2094; in the data active means activity change below about -75%, passing the limit was not always enough;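 further: luminescence divided by OD600 gain over 9 h not by final OD600 alone; inactives centre near 13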
# MrgX1 PAM: allosterically activates human MrgX1 receptor signaling. MrgX1-HEK293, Fluo-4 calcium flux, FDSS; stronger effect = higher value. AID 588675. actives 0.63% (n = 310,000). B-score at 10 µM;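 active means plate-corrected calcium response at least 3 library SD above typical, normal starting fluorescence, not activating the receptor alone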;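 further: compound read alongside a low EC10 to EC30 dose of BAM8-22 agonist; peak minus trough fluorescence over baseline measured at the second addition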
# TRPC4 block: TRPC4 (mouse) channel inhibition | Q9QUQ5 | HEK293 TRPC4beta/mu-opioid, DAMGO-evoked Fluo4 calcium flux; stronger effect = lower value | B-score at 10 µM | actives 0.39% (n = 300,000) | AID 2247;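 active means B-score over 3 SD under the library average, no early fluorescence shift, positive overall ratio signal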
#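 Assay system: HEK293 cells with stable TRPC4beta plus mu-opioid receptor expression. Dosing: single dose. Measured by: Fluo4 Ca2+ flux fluorescence. Also added: DAMGO in two steps, submaximal then maximal. Read-out: B score from integrated Fluo4 fluorescence ratio.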
# TRPC4 act: activators of mouse TRPC4 channel; Q9QUQ5; HEK293 TRPC4beta/mu-opioid, Fluo4 calcium fluorescence; stronger effect = higher value; B-score at 10 µM; actives 0.49% (n = 310,000);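 active means B-score above 5 SD of library B-scores, and initial fluorescence ratio not above library mean plus 5 SD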;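 further: positive B-score marks a calcium rise read as TRPC4 activation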
#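 Test system: HEK293 cells stably co-expressing mouse TRPC4beta and mu-opioid receptor | Schedule: Fluo4 dye loading 45 min at room temperature, 110 s recording | Measured by: Kinetic Fluo4 calcium fluorescence, 5 s baseline at 1 Hz | Evaluation: B score of integrated ratio | Controls: Buffer (low) and maximal DAMGO (high)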
# HIF act: HIF pathway transcriptional activation; U2OS HRE-luciferase reporter, luminescence; normalized: DMSO 0%, desferrioxamine 100%; AID 1910; actives 0.32% (n = 300,000); activation, % at 7.5 µM (by protocol);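 active means mean activation of at least 10% of the iron chelator positive control signal, with at least half of replicates also reaching 10%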
# MrgX1 agonist: human MrgX1 receptor agonism, primary screen; B-score at 10 µM; AID 588627; Q96LB2; actives 0.44% (n = 310,000); MrgX1-HEK293 cells, Fluo-4 calcium fluorescence, agonist mode; stronger effect = higher value;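 active means calcium response B-score plate-corrected fluorescence ratio at least 3 library SD, with starting fluorescence B-score inside 5 SD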
#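 times = overnight plating, then 30 min 37 °C plus 30 min room-temperature dye loading | assay system = stable human MrgX1 HEK293 cell line | input = fifteen thousand cells per well | signal = kinetic calcium dye fluorescence, Fluo-4 NW | dosing = compound delivered in addition one of three | read-out = B-scored fluorescence response ratio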
# Active calls of the source: *; i = inactive; x = not tested or not shown.
SMILES,PolyA inh,TRPC6 inh,TRPC4 potent,TRPC6 act,MrgX1 antagonist,AI-2 QS mod,MrgX1 PAM,TRPC4 block,TRPC4 act,HIF act,MrgX1 agonist
COc1ccccc1C(=O)Nc1ccnn1C1CCN(Cc2cnn(C)c2)CC1,i,i,i,i,i,15,i,i,i,-0.2,i
OC1=C(O)c2nc3cc(F)ccc3nc21,i,i,i,i,i,x,i,i,i,-0.5,i
CSc1cccc(NC(=O)CCNC(=O)c2ccco2)c1,i,i,i,i,i,2,i,i,i,1.8,i
Cc1csc(NC(=O)CCn2c(=O)oc3ccccc32)n1,i,i,i,i,i,42,i,i,i,0.5,i
CCC1(c2ccccc2)NC(=O)N(CC(=O)N(C)Cc2ccccc2)C1=O (stereo not drawn),i,i,i,i,i,-52,i,i,i,-0.4,i
COc1cccc(C(=O)Nc2c3c(nn2-c2ccc([N+](=O)[O-])cc2)CS(=O)(=O)C3)c1,i,i,i,i,i,2,i,i,i,-0.1,i
COc1ccc(CNc2ncc(-c3ccccc3)n2C)cc1,x,i,i,i,i,22,i,i,i,0.7,i
Cc1ccc(CNC(=O)C(Cc2ccccc2)NS(=O)(=O)c2ccc3c(c2)CCC(=O)N3)cc1 (stereo not drawn),i,i,i,i,i,46,i,i,i,x,i
O=C(CNC(=O)C12CC3CC(CC(C3)C1)C2)N/N=C\c1ccco1,i,i,i,i,i,16,i,i,i,0.1,i
Cc1ccccc1C(=O)NC(CC(C)C)C(=O)N1CCN(c2ccccc2)CC1 (stereo not drawn),i,i,i,i,i,16,i,i,i,-1.8,i
C/C(=N\NC(=O)c1ccc(N2CCCC2=O)cc1)c1ccc(O)cc1O,i,i,i,i,i,7,i,i,i,0.3,i
Cc1cccc(Nc2nc(N)c([N+](=O)[O-])c(NCc3ccco3)n2)c1,i,i,10*,i,i,-9,i,i,i,0.2,i
Cc1ccccc1OC(C)c1nc(-c2ccccc2)no1 (stereo not drawn),i,i,i,i,i,6,i,i,i,0.4,i
Cc1ccc(C(C(=O)NC2CCCC2)N(C(=O)c2csnn2)C2CC2)cc1 (stereo not drawn),i,i,i,i,i,10,i,i,i,0.2,i
CCN(Cc1ccccc1)C(=O)c1cc2c(=O)oc3ccc(C)cc3c2s1,i,i,i,i,i,1,i,i,i,-0.2,i
Cc1ccccc1NC(=O)Cn1c([N+](=O)[O-])cnc1C,i,i,i,i,i,2,i,i,i,0.0,i
COc1ccc(OC2C(=O)N(Cc3ccc(F)cc3)C2c2ccc(OC)c(OC)c2)cc1 (stereo not drawn),i,i,i,i,i,30,i,i,i,-0.3,i
Cc1ccc(CNC(=O)CN(C)S(=O)(=O)c2ccc3c(c2)n(C)c(=O)c(=O)n3C)cc1,i,i,i,i,i,20,i,i,i,-0.2,i
CCOC(=O)c1cnn(-c2ccc(NS(=O)(=O)c3ccc(Cl)cc3)cc2)c1C(F)(F)F,i,i,i,i,i,49,i,i,i,0.2,i
CN(C(=O)COC(=O)C1CCN(S(=O)(=O)c2ccc3c(c2)OCCO3)CC1)C1CCS(=O)(=O)C1 (stereo not drawn),i,i,i,i,i,7,i,i,i,0.1,i
O=C(NC1=NCCS1)c1ccccc1Br,i,i,i,i,i,12,i,i,i,-0.2,i
COc1ccc(N2CCN(c3nc4ccccn4c(=O)c3C=O)CC2)cc1,i,i,i,i,i,26,i,i,i,3.2,i
O=C(NNC(=O)c1ccc2ccccc2c1O)c1ccccc1Cl,x,i,i,i,i,17,i,i,i,0.1,i
COc1ccc(S(=O)(=O)NCCCn2ccnc2)cc1C(C)(C)C,i,i,i,i,i,3,i,i,i,0.7,i
OCCCCNCc1cc(Br)ccc1OCc1ccccc1F,i,i,i,i,i,-5,i,-7*,i,-1.0,i

# Complete entries, quoted from the list.
# CCOC(=O)c1cnn(-c2ccc(NS(=O)(=O)c3ccc(Cl)cc3)cc2)c1C(F)(F)F across the screens: PolyA inh: i; TRPC6 inh: i; TRPC4 potent: i; TRPC6 act: i; MrgX1 antagonist: i; AI-2 QS mod: 49; MrgX1 PAM: i; TRPC4 block: i; TRPC4 act: i; HIF act: 0.2; MrgX1 agonist: i
# OC1=C(O)c2nc3cc(F)ccc3nc21 across the screens: PolyA inh: i; TRPC6 inh: i; TRPC4 potent: i; TRPC6 act: i; MrgX1 antagonist: i; AI-2 QS mod: x; MrgX1 PAM: i; TRPC4 block: i; TRPC4 act: i; HIF act: -0.5; MrgX1 agonist: i

# New compounds follow
SMILES,PolyA inh,TRPC6 inh,TRPC4 potent,TRPC6 act,MrgX1 antagonist,AI-2 QS mod,MrgX1 PAM,TRPC4 block,TRPC4 act,HIF act,MrgX1 agonist
Nc1c(C=C2C=CC(=O)C=C2)c(=O)nc2sc(CC(=O)N3CCCC3)nn12,i,i,i,i,i,31,i,i,i,-0.9,i
Cc1cc(C(=O)CN2C(=O)C(=O)N(CC(C)C)C2=O)c(C)n1-c1ccccc1F,i,i,15*,i,i,13,i,i,i,0.4,i
CCn1c(CNS(=O)(=O)c2ccc(Br)cc2)nnc1SC,i,i,i,i,i,-5,i,i,i,0.0,i
COc1ccc(NC(=O)CNS(=O)(=O)c2cccc3nonc23)c(OC)c1,i,i,i,i,-5.7*,43,i,i,i,0.6,i
Nc1nnc(/C=C/c2ccccc2Cl)s1,i,i,i,i,i,11,i,i,i,1.7,i
COc1ccc(C)cc1S(=O)(=O)NCC(c1ccc2c(c1)OCO2)N1CCOCC1 (stereo not drawn),i,i,i,i,i,-4,i,i,i,-0.5,i
CCn1c(=O)c2c(nc(SCc3ccccn3)n2C)n(C)c1=O,i,i,i,i,x,19,x,i,i,x,x
Cc1sc2c(c1C)CN(C(C)(C)C)CN2C(=O)c1ccccc1,i,i,i,i,i,-5,i,i,i,1.6,i
COC(=O)C(Cc1ccccc1)NC(=O)CCc1c[nH]c2ccccc12 (stereo not drawn),i,i,i,i,i,5,i,i,i,-19,i
O=C(CCNC(=O)N1CC(=O)Nc2ccccc21)Nc1ccc(F)c(Cl)c1,i,i,i,i,i,5,i,i,i,0.4,i
O=C(CN1CCCCCC1)Nc1ccc(Br)cc1Br,i,i,i,i,i,26,i,i,i,2.9,i
CCC(=O)Nc1c(-c2ccc(C)cc2)nc2ccc(C)cn12,i,i,i,i,i,9,i,i,i,1.1,i
O=C(Nc1ccccc1)c1ccc(C(=O)Nc2ccccc2)nc1,i,i,i,i,i,14,i,i,i,1.5,i
N#CCc1ccc(C(=O)c2ccccc2)s1,i,i,i,i,i,13,i,i,i,1.3,i
Cc1cc(N2CCCCC2)c(F)cc1[N+](=O)[O-],i,i,i,i,i,-11,i,i,i,0.1,i
N#Cc1ccsc1NC(=O)c1ccccn1,i,i,i,i,i,18,i,i,i,0.2,i
CCCCNC(=O)CCn1nc(-c2ccccc2)c2ccccc2c1=O,i,-7.9*,i,i,i,0,i,i,i,0.8,i
COCCNS(=O)(=O)c1ccc(OCC(=O)OC)c(Cl)c1,x,i,i,i,i,18,i,i,i,0.3,i
CN(C)S(=O)(=O)c1ccc(C(=O)OCC(=O)NCc2ccccc2)cc1,i,i,i,i,i,-26,8.4*,i,i,-0.5,i
COC(=O)c1nc2n(n1)C(c1cccc(Cl)c1)C1=C(CC(C)(C)CC1=O)N2 (stereo not drawn),i,i,i,i,i,2,i,i,i,-0.2,i
Cn1nccc1C(=O)N/N=C/c1cccnc1,i,i,i,i,i,18,i,i,i,0.7,i
O=C(Nc1ccc2[nH]c(=O)[nH]c2c1)Nc1ccc(F)cc1F,i,i,i,i,i,16,i,i,i,-0.1,i
COc1ccc(OCc2cc(C(=O)N3CCCN(C(C)=O)CC3)no2)c(Cl)c1,i,i,i,i,i,7,i,i,i,2.0,i
C/C=N\NC(=O)COc1cc(C)ccc1C,i,i,i,i,i,12,i,i,i,0.3,i
CCOc1ccc(OCCC(=O)OCC(=O)Nc2ccc(Cl)cn2)cc1,i,i,i,i,i,34,i,i,i,-0.2,i
SMILES,PolyA inh,TRPC6 inh,TRPC4 potent,TRPC6 act,MrgX1 antagonist,AI-2 QS mod,MrgX1 PAM,TRPC4 block,TRPC4 act,HIF act,MrgX1 agonist
O=S(=O)(Nc1ncccn1)c1ccc(-n2cnnn2)cc1,i,i,i,i,i,18,i,i,i,0.1,i
Cc1cccc(C(=O)N2CCc3cc(-c4nc(NC(=O)Cn5nnc6ccccc6c5=O)sc4C)ccc32)c1,i,i,i,i,i,16,i,i,i,x,i
COc1ccccc1NC(=O)C1=C(C)NC2=C(C(=O)CCC2)C1c1ccc2c(c1)OCO2 (stereo not drawn),i,i,i,i,i,1,i,i,i,0.0,i
CCOc1ccsc1C(=O)O,i,i,i,i,i,17,i,i,i,-0.1,i
CCSc1nc(O)cc(=O)n1-c1ccc(OC)cc1,i,i,i,i,i,-2,i,i,i,0.3,i
COc1cc(S(=O)(=O)N2CCCCC2)ccc1NC(C)=O,i,i,i,i,i,6,i,i,i,-0.1,i
CCN1CCN(CCNC(=O)c2ccc3c(c2)N(Cc2ccc(F)cc2)C(=O)c2ccccc2S3=O)CC1 (stereo not drawn),i,i,i,i,i,-14,i,i,i,-0.3,i
Cc1cccc(OC(=O)Cn2c(C(F)(F)F)nc3ccccc32)c1,i,i,i,i,i,23,i,i,i,-0.4,i
COc1ccc(C(=O)NCCS(=O)(=O)N2CCOCC2)cc1,i,i,i,i,i,17,i,i,i,-0.2,i
Cc1nn(Cc2c(F)cccc2Cl)c(=O)c2ccccc12,i,i,i,i,i,1,i,i,i,0.4,i
COc1ccc(CCN=C(N)NS(=O)(=O)c2cc(F)ccc2OC)cc1,i,i,i,i,i,-2,i,i,i,-0.5,i
O=C(CSc1ccc2nnc(-c3ccncc3)n2n1)Nc1nccs1,i,i,i,i,x,12,x,i,i,-0.2,x
C/C(CC(=O)Nc1cc(C)ccn1)=N\NC(=O)c1cccc(C)c1O,i,i,i,i,i,8,i,i,i,5.3,i
COc1ccc2cc(C(=O)N3CCCC(Nc4ccc(F)cc4)C3)n(C)c2c1 (stereo not drawn),i,i,i,i,i,51,i,i,i,0.0,i
CCOC(=O)c1c(NC(=O)C2CCCCC2C(=O)O)sc2c1CCCCC2 (stereo not drawn),i,i,i,i,i,32,16*,-7*,i,0.3,i

# This is a subset. The share of hits here may be higher or lower than overall.
